High-throughput results (PubChem)
BH1578 lux ind = induces V. cholerae light production without autoinducers; V. cholerae BH1578 lux reporter, luminescence, 6 h; activation, % at 18.7 µM; hit rate 0.16% among 350,000; in the data active = activation mostly above about 9.7%, no sharp cut-off; note: not every result past the cut was called active; inactives centre near 0; reference of the scale not given here
TcdB GH inh = inhibitors of Clostridioides difficile toxin B glycohydrolase. TcdB glycohydrolase enzymatic assay, plate reader. inhibition, % at 9.99 µM. hit rate 0.24% among 350,000; in the data active = inhibition above about 10%
Yp Topo-I inh = blocks Yersinia pestis topoisomerase I activity; Y. pestis Topo-I cleavage product accumulation, plate reader; activity, % at 10 µM; hit rate 0.064% among 360,000; AID 504884; in the data active = activity above about 50%, passing the limit was not always enough; note: inactives centre near 2
BoNT-A LC inh2 = blocks Botulinum neurotoxin A light chain protease; multiplex microsphere protease substrate cleavage, flow cytometry; hit rate 0.17% among 360,000; AID 588499; inhibition, % at 10 µM; note: plate controls were buffer without enzyme for full effect and enzyme alone for no effect
PfHsp40 yeast = restores yeast growth despite PfHsp40 toxicity; growth rescue, % at 12.5 µM; hit rate 0.68% among 340,000; AID 504582; S. cerevisiae expressing PfHsp40, growth rescue, ATP luminescence; in the data active = growth rescue above about 28%, passing the limit was not always enough;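 note: yeast W303a lacking pdr1 and pdr3 grown in galactose medium; growth measured after three days at 30 °C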
PrPC TRFRET = cell surface PrPC inhibition, primary TR-FRET screen. P04156. TR-FRET read-out. inhibition, % at 13.8 µM. hit rate 0.43% among 370,000; in the data active = inhibition above about 24%; note: 0% = median of the test wells and 100% = reference compound wells
PriA SSB inh = inhibitors of Klebsiella pneumoniae PriA binding to SSB C-terminal tail. AlphaScreen SSBct-PriA binding, biotinylated peptide. inhibition, % at 33 µM. hit rate 0.6% among 430,000; in the data active = inhibition mostly above about 37%, no sharp cut-off; inactive = mostly below about 20%;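 note: plate controls were negative control peptide for no effect and reference peptide for full effect; strong numbers were not always called active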
3CLpro inhibitor = SARS-CoV 3CLpro protease inhibition | P0C6X7 | AID 1706 | hit rate 0.14% among 290,000 | inhibition, % at 6 µM | recombinant SARS-CoV 3CLpro, quenched FRET peptide cleavage; in the data active = inhibition above about 12%
Anthrax LF inh2 = blocks Bacillus anthracis lethal factor protease; P15917; multiplex microsphere protease cleavage assay, LF; inhibition, % at 10 µM; hit rate 0.12% among 360,000; AID 588501; note: plate controls were buffer without enzyme for full effect and enzyme alone for no effect
* hit, by the source's call; i = inactive; . = no result given; & = joins results of further samples. Cut-off read from the data, not from the text of the source, unless noted: active = inhibition above about 30%; inconclusive = no clear call, values can overlap the other calls; inactive = below that. Not all compounds are listed. The share of hits here may be higher or lower than overall.

No.	canonical_smiles	BH1578 lux ind	TcdB GH inh	Yp Topo-I inh	BoNT-A LC inh2	PfHsp40 yeast
1	Cc1ccc(CNC(=O)c2ccccc2N(C)S(C)(=O)=O)cc1	-0.5	-1.6	12	-1.0	-1.6
2	Cc1cc(SCC(=O)NCCCN2CCCC2=O)nc2ccccc12	-2.0	1.1	-1	-1.6	0.4
3	COc1cc2c(cc1OC)[C@@H]1C(=O)c3ccc4c(c3O[C@@H]1CO2)C[C@H](C(C)C)O4	-1.3	-0.1	21	1.4	1.3
4	COc1ccc(S(=O)(=O)N2CCOCC2)cc1NC(=O)c1sccc1C	-0.4	0.5	4	-1.2	-0.1
5	O=C(CCNC(=O)c1ccco1)Nc1cccc(C(F)(F)F)c1	-0.2	3.6	0	-1.1	0.6
6	OCCN1CCN(c2ncnc3scc(-c4ccc(F)cc4)c23)CC1	0.3	0.6	2	-1.2	0.8
7	COc1ccccc1C(=O)c1nc2ccccc2n1C	-0.2	0.7	8	-1.6	-2.3
8	CCc1ccc(-n2c(=O)c3c(C)c(C)sc3n(CC(=O)NCC3CCCO3)c2=O)cc1 (stereo unspecified)	i	0.3	6	-0.6	1.4
9	Nc1nonc1C(=O)NCCNC(=O)c1ccccc1F	-0.5	.	7	-3.6	-0.1
10	CC(NC(=O)CN1c2cccc3cccc(c23)S1(=O)=O)c1ccc(S(N)(=O)=O)cc1 (stereo unspecified)	i	2.1	-6	2.3	-1.2
11	OCC[C@@H]1C[C@@H](O)[C@H](O)[C@]2(CCCCO2)O1	i	-0.3	6	0.0	-1.3
12	CSc1nc2n(n1)C(c1cccs1)C1=C(CCCC1=O)N2 (stereo unspecified)	-0.4	1.2	-5	-0.9	-1.3

No.	PrPC TRFRET	PriA SSB inh	3CLpro inhibitor	Anthrax LF inh2
1	3	-24	-1	-7
2	7	-23	.	-4
3	21	4	7	6
4	-6	6	.	-4
5	-1	-3	1	-1
6	3	-15	2	-6
7	3	-11	-5	7
8	3	5	1	5
9	-7	-4	-5	0
10	-13	-5	.	5
11	-4	-17	-3	-1
12	-2	-9	-1	0

(listing goes on)
No.	canonical_smiles	BH1578 lux ind	TcdB GH inh	Yp Topo-I inh	BoNT-A LC inh2	PfHsp40 yeast
13	COc1ccc2nc(/C=N/NC(=O)[C@H](CCSC)NC(=O)OC(C)(C)C)ccc2c1	-0.4	.	28	-0.3	0.1
14	CN1C(C(=O)NCC2CC2)CC2Cn3c(nc4cc5ccccc5cc43)C21 (stereo unspecified)	-0.9	0.3	-1	-0.9	0.0
15	Clc1cccc(-c2cc3nc4c(c(N5CCN(c6cnccn6)CC5)n3n2)CCCC4)c1	i	.	4	-0.2	-1.3
16	CCOc1cc(C(=O)OCC(=O)c2c(N)n(C)c(=O)n(C)c2=O)cc(OCC)c1OCC	i	.	5	1.0	1.3
17	CCNCCNc1ccc([N+](=O)[O-])c2cccnc12	-0.5	0.9	0	-5.1	-0.1
18	O=C(CN1CCN(S(=O)(=O)c2ccc3c(c2)OCCCO3)CC1)N1CCc2ccccc21	-0.5	0.7	10	-0.2	.
19	COCC(C)n1c(SCC(=O)NC(=O)NCc2ccccc2)nc2ccccc2c1=O (stereo unspecified)	-3.3	-1.7	14	-0.5	-0.5
20	CCOc1ccc(-c2cc(CCCC(=O)Nc3cc(OC)ccc3OC)no2)cc1	2.3	.	38	0.1	-0.7
21	O=C(NCCc1nc(-c2ccccc2Cl)no1)C1CCCCC1	i	-0.1	8	-0.2	0.8
22	CCN(Cc1ccccc1)S(=O)(=O)c1cn(C)cn1	-4.3	1.3	-4	-1.7	-0.6
23	COc1ccc2c(c1)Cc1c-2cc(Br)c(N)c1Br	-0.7	-0.2	-9	-0.1	.
24	CC(=O)c1c(C)[nH]c(C(=O)OCC(=O)NCc2ccc(Cl)cc2)c1C	-0.6	2.5	4	0.7	0.0

No.	PrPC TRFRET	PriA SSB inh	3CLpro inhibitor	Anthrax LF inh2
13	-2	.	4	0
14	-11	-26	.	-4
15	-5	-11	3	-6
16	3	-9	-5	2
17	-15	1	2	-28
18	7	.	.	-5
19	9	8	.	4
20	1	-6	7	0
21	5	-5	.	0
22	-9	-1	-1	-3
23	1	.	.	-8
24	-2	-3	.	-3

Remaining list, next part
No.	canonical_smiles	BH1578 lux ind	TcdB GH inh	Yp Topo-I inh	BoNT-A LC inh2	PfHsp40 yeast
25	CCOc1ccc(C(C(=O)NC2CCCCC2)N(C(=O)c2ccccn2)c2cccnc2)cc1 (stereo unspecified)	0.1	1.5	0	-0.3	-0.6
26	c1ccc2c(N3CCCCC3)nc(N3CCCC3)nc2c1	13	.	12	0.6	-0.5
27	CC(=O)Nc1cccc(OCc2ccc([N+](=O)[O-])cc2)c1	-6.0	1.7	6	-0.3	.
28	Cc1ccsc1C(=O)OCC(=O)NCc1ccco1	-0.3	1.2	1	-1.6	-0.1
29	Cc1nc2cc(-c3ccc(Br)cc3)[nH]n2c(=O)c1Cl	-0.8	-1.3	1	0.4	0.3
30	CC(/C=N\NC(=O)c1cc(C)oc1C)=C\c1ccccc1	-8.3	.	7	-0.5	0.2
31	COc1cc(C(O)c2nc(-c3cc4ccccc4o3)cs2)ccc1F (stereo unspecified)	-0.1	-2.2	-1	-0.2	.
32	CC(C)C[C@@H](COc1ccccc1)N1CCN(C)CCC1=O	0.1	1.5	4	0.1	-1.1
33	O=C(CN1C(=O)NC2(CCSC2)C1=O)N1CCN(c2ccc(F)cc2)CC1 (stereo unspecified)	-0.6	.	-2	0.4	0.2
34	Cc1ncc(N=Nc2ccccc2Cl)c(-c2ccccc2)n1	2.2	.	0	-0.5	0.0
35	CC1(C)Cc2c(ccc3ccccc23)C(=O)N1	i	.	8	0.1	-0.5
36	CC(C)CNc1ncnc2c1sc1nc(N3CCOCC3)c3c(c12)CC(C)(C)OC3	-1.4	.	-6	0.2	1.0

No.	PrPC TRFRET	PriA SSB inh	3CLpro inhibitor	Anthrax LF inh2
25	2	-13	-1	-5
26	3	0	-8	8
27	-11	.	.	-1
28	5	-3	-2	-1
29	7	-5	0	-8
30	2	.	3	-3
31	-1	.	.	-2
32	2	7	-9	6
33	0	6	-1	3
34	-2	65	0	-4
35	-2	-11	-3	2
36	-2	-19	1	-1

Whole records, looked up by structure. Values in the order: BH1578 lux ind	TcdB GH inh	Yp Topo-I inh	BoNT-A LC inh2	PfHsp40 yeast	PrPC TRFRET	PriA SSB inh	3CLpro inhibitor	Anthrax LF inh2
`CC(/C=N\NC(=O)c1cc(C)oc1C)=C\c1ccccc1` in the list: -8.3	.	7	-0.5	0.2	2	.	3	-3
`CCOc1ccc(C(C(=O)NC2CCCCC2)N(C(=O)c2ccccn2)c2cccnc2)cc1` (stereo unspecified) in the list: 0.1	1.5	0	-0.3	-0.6	2	-13	-1	-5
`CC(=O)Nc1cccc(OCc2ccc([N+](=O)[O-])cc2)c1` in the list: -6.0	1.7	6	-0.3	.	-11	.	.	-1
`O=C(CN1C(=O)NC2(CCSC2)C1=O)N1CCN(c2ccc(F)cc2)CC1` (stereo unspecified) in the list: -0.6	.	-2	0.4	0.2	0	6	-1	3

The listing continues:
No.	canonical_smiles	BH1578 lux ind	TcdB GH inh	Yp Topo-I inh	BoNT-A LC inh2	PfHsp40 yeast
37	C=CCn1c(C)c(C(=O)OCC)c2cc(O)c3ccccc3c21	i	0.8	-6	-2.6	-1.4
38	Cc1c(Cl)cccc1NC(=O)CSCC(N)=O	1.7	.	0	1.5	-0.7
39	Cc1ccn(C(=O)c2ccc(NC(=O)C3CCCCC3)cc2)n1	i	.	-9	-0.7	-0.4
40	COc1cc(C(=O)NNC(=O)c2cc(S(=O)(=O)N(C)C)ccc2N2CCCC2)cc(OC)c1OC	i	-6.4	-1	0.0	1.3
41	CCOC(=O)c1sc(NC(=O)C2CC2)cc1C	-0.1	-7.1	-7	0.4	-0.7
42	Cn1c(SCC(=O)N2CCCCC2)nnc1-c1ccc(S(=O)(=O)N2CCOCC2)cc1	1.3	.	12	-2.8	-1.7
43	Cc1[nH]c2ccc(F)cc2c1CCN(Cc1cccnc1)C(=S)Nc1cccc(F)c1	-0.4	1.4	-2	0.7	-0.4
44	CC(=O)c1nn(-c2ccccc2)c(=Nc2ccccc2)cc1C	.	0.7	.	-0.9	.
45	COCCNCC(O)CON=C1c2ccccc2-c2ccccc21 (stereo unspecified)	-0.4	4.8	18	-0.3	-0.2
46	COc1ccc(/C=C2\SC(=S)N(CCCC(=O)N3CCN(C)CC3)C2=O)cc1	-0.3	0.6	12	0.1	-0.4
47	CCCCN(CC)CCNC(=O)c1cc2c(-c3ccc(Cl)cc3)nn(C)c2s1	-0.3	0.6	-4	-1.3	-1.0
48	CCCCNC(=O)c1cc(C)no1	i	-0.2	4	-1.1	-0.9

No.	PrPC TRFRET	PriA SSB inh	3CLpro inhibitor	Anthrax LF inh2
37	4	-3	1	1
38	-6	-18	3	-1
39	1	-13	2	0
40	6	-1	.	-12
41	5	-10	0	0
42	0	-11	-2	-4
43	6	10	4	0
44	0	.	.	-3
45	2	8	0	-2
46	2	9	-2	3
47	-15	-6	-8	13
48	4	-9	3	-2

Next entries follow.
No.	canonical_smiles	BH1578 lux ind	TcdB GH inh	Yp Topo-I inh	BoNT-A LC inh2	PfHsp40 yeast
49	Cc1ccc(OCC(=O)Nc2ccc(S(=O)(=O)N3CCCC3)cc2)cc1	-4.0	0.7	12	1.0	0.3
50	O=C(/C=C/c1ccc([N+](=O)[O-])cc1)N(c1ccccn1)C1CCCCC1	1.6	1.7	-21	9.3	1.6
51	CCOC(=O)N1CCN(C(=O)C(=O)Nc2ccc3nc4n(c(=O)c3c2)CCCCC4)CC1	-0.2	0.3	-1	0.4	-0.2
52	CC1CC(C)CN(S(=O)(=O)c2ccc(NC(=S)NC(=O)c3ccccc3)cc2)C1 (stereo unspecified)	-0.1	.	1	0.7	2.0
53	CCS(=O)(=O)N1Cc2cc(C(=O)NCCOC)nc(-c3cccc(-c4ccncc4)c3)c2[C@@H]1CCO	.	0.2&0.6	.	-0.1	.
54	COc1ccc(-c2cc(C(=O)N3CCCC3)c3ccccc3n2)cc1OC	-0.3	-1.1	6	1.9	-0.9
55	O=C(CCNS(=O)(=O)c1ccccc1)NCCSc1ccc(Br)cc1	i	-0.7	13	-0.1	0.8
56	CCn1c2ccccc2c2cc(NC(=O)c3cccc([N+](=O)[O-])c3C)ccc21	-0.7	1.0	10	3.8	8.9
57	COC(=O)c1ccc(C2c3c(oc4ccccc4c3=O)C(=O)N2CCCN2CCOCC2)cc1 (stereo unspecified)	i	-4.9	2	0.9	-0.7
58	O=C(CS(=O)(=O)c1ccc(C(F)(F)F)cn1)NNC(=O)c1ccccc1	i	0.1	4	-0.2	-2.0

No.	PrPC TRFRET	PriA SSB inh	3CLpro inhibitor	Anthrax LF inh2
49	3	-9	-6	-12
50	-9	-1	0	-2
51	-1	104*	0	-1
52	0	1	-4	1
53	-5	.	.	5
54	-1	-22	-3	-1
55	-8	-12	.	-8
56	12	1	2	-2
57	-1	-6	0	4
58	-10	-6	3	-1
